Bioassay records as filed in PubChem.
TCR activator – activates T cell receptor signaling; primary human leukocytes, anti-CD3, IL-2 HTRF, 48 h; Potency, µM (series often up to 9.22 µM), for inactives: top-dose activation of IL-2 secretion, hits mostly activators; 330,000 tested, under 10 active; AID 504894; further: % of control where 0% means no effect
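IL-2 produced over 48 hr by a-CD3 bead-stimulated primary human leukocytes exposed to compounds was detected with a homogeneous time-resolved FRET immunoassay, 665nm acceptor signal after 320nm excitation.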
PTAP TSG101 blk – blocks PTAP/TSG101 interaction to inhibit HIV-1 budding; Q99816; Fluorescence polarization, FITC-PTAP peptide / Tsg101 binding; Potency, µM (series often up to 115 µM), inactives show at the highest dose activity change, negative = inhibition, actives largely listed as inhibitors; 340,000 tested, under 10 active; AID 493005; active means well fitted inhibition curve with a large enough effect in the main read-out, with a control signal flat, not every such curve was filed as active; inconclusive means small, poorly fitted or top-dose-only effect, or effect the other way, or a change in a side signal; inactive means no such curve, though single readings can be large or run the other way; further: potency means the concentration at half of the fitted maximal effect; % of control where 0% means no effect
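Fluorescence anisotropy tracks displacement of a FITC-tagged PTAP peptide (50 nM) from the Tsg101 binding domain (10 uM), following a 20 min room-temperature incubation at pH 7.5.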
CXXC DNA block – MLL CXXC-DNA interaction inhibition; Q03164; MLL-CXXC / FITC-HOXA9 DNA fluorescence polarization; 0.037% of 290,000 active; AID 2662; Potency, µM (top dose mostly 115 µM), inactives show at the highest dose activity change, negative = inhibition, usual class: inhibitors; active means well fitted inhibition curve with a large enough effect in the polarisation, with a control signal flat, not every such curve was filed as active; inconclusive means small, poorly fitted or top-dose-only effect, or effect the other way, or a change in a side signal; inactive means no such curve, though single readings can be large or run the other way; the % refers to the polarisation; further: potency means the concentration at half of the fitted maximal effect
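Purified MLL-CXXC (added from a 7 uM solution) was preincubated 5 min at ambient with pinned compounds in 50 mM Tris-HCl pH 7.5, 50 mM NaCl, 1 mM DTT, 0.05% BSA. Fluorescein-labeled HOX-A9 DNA (50 nM solution) followed, 30 min, then polarization read.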
TRPV1 ag – agonists of human vanilloid receptor 1 (TRPV1); TRPV1-expressing cells, Fluo-8 calcium influx, agonist mode; activation, % at 8.33 µM; Q8NER1; AID 540275; 0.19% of 320,000 active; in the data active means activation above about 80%; inconclusive means between about 30% and that limit; further: 0% is about no effect
Target sequence (Q8NER1 whole entry, looked up): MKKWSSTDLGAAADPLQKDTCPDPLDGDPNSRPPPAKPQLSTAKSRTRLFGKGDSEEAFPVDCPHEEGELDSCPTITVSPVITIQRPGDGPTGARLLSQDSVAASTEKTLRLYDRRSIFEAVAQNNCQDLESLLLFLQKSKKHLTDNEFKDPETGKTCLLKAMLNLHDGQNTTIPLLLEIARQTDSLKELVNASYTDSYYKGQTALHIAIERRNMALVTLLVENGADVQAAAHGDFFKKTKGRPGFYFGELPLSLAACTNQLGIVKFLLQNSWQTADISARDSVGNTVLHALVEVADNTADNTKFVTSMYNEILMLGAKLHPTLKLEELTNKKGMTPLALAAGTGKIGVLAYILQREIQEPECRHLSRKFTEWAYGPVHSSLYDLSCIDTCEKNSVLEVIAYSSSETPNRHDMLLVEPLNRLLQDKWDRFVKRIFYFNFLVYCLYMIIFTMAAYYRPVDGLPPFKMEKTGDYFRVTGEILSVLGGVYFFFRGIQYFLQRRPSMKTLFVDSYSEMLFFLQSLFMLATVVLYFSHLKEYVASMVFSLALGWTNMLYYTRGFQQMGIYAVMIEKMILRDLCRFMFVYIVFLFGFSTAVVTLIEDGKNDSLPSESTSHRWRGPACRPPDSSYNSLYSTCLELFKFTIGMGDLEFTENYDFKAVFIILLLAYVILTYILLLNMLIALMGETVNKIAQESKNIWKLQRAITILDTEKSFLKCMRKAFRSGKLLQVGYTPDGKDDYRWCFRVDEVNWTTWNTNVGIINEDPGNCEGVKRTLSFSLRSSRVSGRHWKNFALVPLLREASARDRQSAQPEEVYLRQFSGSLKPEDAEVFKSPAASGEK
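Cells expressing TRPV1 were dye-loaded with Fluo-8 and read kinetically: 10 s baseline, 3 min after compound (agonist portion), then 2 min after EC20 capsaicin (allosteric enhancer portion). Calcium-bound dye fluorescence at 480/520 nm.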
BRCA1 expr act – activators of BRCA1 expression; 1.1% of 380,000 active; MCF7-BRCA1-FFLuc reporter, luminescence, 48 h; response scale: scaled: vehicle 0%, 10 µM genistein 100%; Potency, µM (top dose mostly 46.1 µM), for inactives: at the highest dose activation, actives largely listed as activators; further: potency means the concentration at half of the fitted maximal effect; nearly all actives have a fitted effect of over 80% in size; some results filed as inactive show a strong effect at the top dose
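Luminescence from a BRCA1-driven firefly luciferase in MCF7 cells was the read-out, taken 15 min after substrate addition following 48 h compound exposure at 37 °C. Data were normalized to a 10 microM genistein control and DMSO vehicle.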
p53 reactivation – restores transcriptional activity of mutant p53; AID 504706; 0.063% of 320,000 active; H1299 p53-A138V BP100-luciferase reporter, luminescence, 24 h; Potency, µM (series often up to 92.2 µM), without a hit: at the top dose activity change, positive = activation, usual class: activators; further: potency means the concentration at half of the fitted maximal effect; % of control where 0% means no effect; nearly all actives have a fitted effect of over 45% in size
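H1299 (p53-null), stable ts p53-A138V + BP100-Luc; 1000 cells/well, Opti-MEM/10% FBS; cpd 4 pt, 1:5; 24 h, 37 deg C, 5% CO2; detection reagent 10 min RT; luminescence.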
a7 integrin act – integrin-mediated muscular dystrophy alleviation activation; alpha7betagal myoblasts, beta-gal FDG fluorescence, 48 h; Potency, µM (titrated, usually from 38.3 µM), inactives show top-dose activation, most hits filed as activators; 0.064% of 350,000 active; AID 624291;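 further: potency means the concentration at half of the fitted maximal effect; 100% = response of the positive control SU9516; nearly all actives have a fitted effect of over 60% in size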
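Alpha7betagal+/- myoblasts (passage 13) were plated 16-24 hr, then exposed to compounds (1:260 dilution of DMSO stock) for 48 hours at 37C. After MPER lysis, β-galactosidase reporter activity was read as FDG fluorescence (ex 480/em 540) after 30 minutes.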
B2AR arrestin – agonists driving beta-arrestin recruitment to human beta2-adrenergic receptor. 0.02% of 330,000 active. beta-arrestin recruitment to beta2AR, cell-based reporter. Potency, µM (top dose mostly 46.1 µM), for the others: at the highest dose activation, hits mostly activators;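 further: potency means the concentration at half of the fitted maximal effect; 0% = DMSO controls and full agonism = EC100 isoproterenol or metaproterenol; nearly all actives have a fitted effect of over 65% in size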
A-T KAP1 phos – potential ataxia-telangiectasia treatment. Potency, µM (titrated, usually from 57.5 µM), inactives show at the top dose activation, most hits filed as activators. […] A-T fibroblasts, KAP-1 phosphorylation AlphaLISA; neocarzinostatin DNA damage 30 min before lysis. AID 485349. 0.19% of 320,000 active; further: potency means the concentration at half of the fitted maximal effect; % of control where 0% means no effect; nearly all actives have a fitted effect of over 45% in size
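ATM-like activity read as KAP-1 phosphorylation via AlphaLISA donor/acceptor antibody pairs after lysis and 6 hr at 25C. Cells were ATM-null patient fibroblasts ([…], hTERT), dosed 60 min, then exposed to the DSB inducer NCS for 30 min.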
ELG1 repair inh – ELG1-dependent DNA repair inhibition; HEK293T ELG1-luciferase reporter, luminescence, 16 h; DNA damage induced by 5-fluorouridine; 2.3% of 330,000 active; Potency, µM (top dose mostly 46.1 µM), for inactives: top-dose activity change, negative = inhibition, usual class: inhibitors; AID 504467; further: potency means the concentration at half of the fitted maximal effect; on the % scale 0 is the no-effect control and ±100 the full control effect; nearly all actives have a fitted effect of over 55% in size
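Overnight (16 hr) co-exposure of 2,000 cells/well to 5-fluorouridine and compound at 37 °C preceded detection. Luciferase was quantified via ONE-Glo luminescence; loss of signal denotes inhibition.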
* marks the source's active call; other numbers are inactive results; ? = inconclusive; · = no result given; [ ] = another dose, or the depositor's remark. Unless noted, the call rests on the fitted dose curve; in most records, active means well fitted curve in the direction sought with a large enough effect; inconclusive means small, poorly fitted or top-dose-only effect, or another doubt; inactive means no such curve, though single readings can be large; an effect the other way counts as inactive or inconclusive.

#1 COc1ccc(S(=O)(=O)N2CCC(NC(=O)c3ccccc3)CC2)cc1
#2 O=C(Nc1ccc(F)cc1F)c1ccccc1-c1ccccc1
#3 COc1ccc(OC)c(C(=O)CSc2nccc(-c3ccc(Br)cc3)n2)c1
#4 N#Cc1nc(-c2ccco2)oc1NCc1cccnc1
#5 CCCCCCSc1cccc(-c2nc3cc(C)ccn3c2NC2CCCCC2)c1
assay / compound	1	2	3	4	5
TCR activator	0%	-3%[46.1 µM]	6%	-1%	-5%
PTAP TSG101 blk	-3%	-2%	-7%	-9%	5%
CXXC DNA block	10%	-3%	7%	-5%	·
TRPV1 ag	-2	4	2	-4	6
BRCA1 expr act	7%	2%	-59%	-2%	13%
p53 reactivation	0%	12%	-1%	-2%	3%
a7 integrin act	-3%	0%	8%	15%	0%
B2AR arrestin	0.3%	0.0%	0.4%	0.2%	-0.1%
A-T KAP1 phos	0%	3%	-1%	-4%	23%
ELG1 repair inh	-3%	10%	?	8%	?

#6 Cc1csc(C(C)N(C)C(=O)c2ccc(OC3CCN(Cc4ccccn4)CC3)cc2)n1 (centres undefined)
#7 COC(=O)C(C)N(C(=O)c1cccc(Cl)c1)c1c(C)cccc1C (centres undefined)
#8 CC(=O)Nc1cc2c(cc1C(=O)C(C)C)OCCO2
#9 CC(=O)c1cccc(NS(=O)(=O)c2ccc(N/C=C/C(=O)c3ccc(F)cc3)cc2)c1
#10 O=c1cc(-c2ccc([N+](=O)[O-])cc2)nc2cc(-c3ccc(F)cc3)[nH]n12
assay / compound	6	7	8	9	10
TCR activator	2%	2%	0%	3%[46.1 µM]	-1%[46.1 µM]
PTAP TSG101 blk	-4%	-7%	-1%	-5%	-2%
CXXC DNA block	-5%	2%	2%	19%	-2%
TRPV1 ag	0	10	6	-6	-10
BRCA1 expr act	-18%	-25%	4%	-85%	-34%
p53 reactivation	-6%	-2%	·	14%	-7%
a7 integrin act	0%	0%	-2%	1%	15%
B2AR arrestin	0.1%	3.3%	·	0.2%	-0.2%
A-T KAP1 phos	-3%	0%	·	-3%	-6%
ELG1 repair inh	?	-17%	·	?	-1%

#11 Cc1ccc(-c2nnc(SCC(=O)N/N=C/c3ccccc3C(=O)O)n2-c2ccc(Cl)cc2)cc1
#12 CC(C)(C)c1ccc(-c2nc(C#N)c(N3CCC(C(N)=O)CC3)o2)cc1
#13 COCc1cc(=O)[nH]c(/N=C(\N)Nc2cccc(Cl)c2)n1
#14 Cc1ccc(-n2ncc3c(N4CCN(c5ccccc5)CC4)ncnc32)c(C)c1
#15 CN(C)CCCNC(=S)NCC(c1ccc(Cl)cc1Cl)c1c[nH]c2ccccc12 (centres undefined)
assay / compound	11	12	13	14	15
TCR activator	-19%	-1%	-3%	-2%	-14%
PTAP TSG101 blk	-23%	-10%	0%	-4%	-3%
CXXC DNA block	21%	16%	-1%	-6%	35%[activator]
TRPV1 ag	1	?	-3	-1	5
BRCA1 expr act	8%	-22%	-20%	-58%	-93%
p53 reactivation	0%	-2%	-4%	-5%	-16%
a7 integrin act	45%	15%	-19%	17%	-78%[inhibitor]
B2AR arrestin	0.0%	-0.9%	-0.4%	-1.1%	-0.6%
A-T KAP1 phos	-4%	34%	5%	0%	-3%
ELG1 repair inh	1%	3%	-20%	?	?

#16 COCCCNCCC(CCC(C)C)c1ccc2c(c1)OCO2 (centres undefined)
#17 O=C1NC(=O)C2(COC(c3ccccc3Cl)OC2)S1 (centres undefined)
#18 CCC(=O)OC1c2ccccc2C(=O)N1Cc1ccccc1 (centres undefined)
#19 CSC1=NCCN1C(=O)COc1ccccc1
#20 COc1ccc(C(=O)N[C@H](C(=O)Nc2ccc(S(=O)(=O)N3CCOCC3)cc2)C(C)C)cc1
assay / compound	16	17	18	19	20
TCR activator	3%	-2%[46.1 µM]	3%	-6%	-8%
PTAP TSG101 blk	2%	-10%	0%	-4%	-4%
CXXC DNA block	-8%	?	-2%	1%	38%[activator]
TRPV1 ag	14	3	29	-3	6
BRCA1 expr act	-60%	-1%	1%	-23%	-43%
p53 reactivation	-1%	-5%	0%	-2%	-1%
a7 integrin act	-48%[inhibitor]	-33%	3%	4%	?
B2AR arrestin	-0.3%	-0.1%	0.0%	-3.4%	0.2%
A-T KAP1 phos	0%	-5%	20%	7%	11%
ELG1 repair inh	?	?	-1%	7%	-13%

#21 CCc1ccc(-c2cc3c(=O)n(CC(=O)NCCN4CCCCC4C)nc(C)n3n2)cc1 (centres undefined)
#22 Cc1ccc(C(=O)N/N=C2\CCCc3ccccc32)c(C)c1
#23 COc1ccccc1C(=O)C1CCCN(C(=O)CN2CCCCC2=O)C1 (centres undefined)
#24 COc1ccc(S(=O)(=O)N2CCc3ccccc32)cc1C(=O)OCc1nnc(-c2ccccc2)o1
#25 CS(=O)(=O)NN1C(=O)c2ccccc2NC1c1ccccc1O (centres undefined)
assay / compound	21	22	23	24	25
TCR activator	-1%	4%	4%	0%	-2%
PTAP TSG101 blk	-3%	-1%	-1%	-1%	-1%
CXXC DNA block	2%	-4%	-17%	13%	10%
TRPV1 ag	3	18	4	·	0
BRCA1 expr act	52%	?	7%	-20%	-2%
p53 reactivation	2%	24%	6%	1%	6%
a7 integrin act	-54%	2%	-2%	8%	-3%
B2AR arrestin	0.2%	0.4%	-0.2%	-0.1%	-0.3%
A-T KAP1 phos	3%	3%	-1%	35%	8%
ELG1 repair inh	6%	?	13%	?	20%

Later entries:
Under each structure: TCR activator, PTAP TSG101 blk, CXXC DNA block, TRPV1 ag, BRCA1 expr act, p53 reactivation, a7 integrin act, B2AR arrestin, A-T KAP1 phos, ELG1 repair inh
26. COC(=O)c1c(-c2ccc(OC)cc2)oc2ccccc12
    2%, -5%, -6%, 6, -20%, ·, -30%, -0.8%, ?, 15%
27. COCCc1nc2ccc(C(=O)N(C)Cc3cccc(-n4nc(C)cc4C)c3)cc2o1
    4%, ·, -6%, -2, -26%, -10%, 12%, 0.3%, -4%, ?
28. COc1cc(C2c3c(n[nH]c3C)C(=O)N2c2ccc(C)cc2)ccc1O (centres undefined)
    -1%, -3%, -4%, 0, 34%, 1%, -25%, 0.4%, 8%, -6%
29. Cc1cc(=O)oc2c(C)c(OCC(=O)c3ccccc3)ccc12
    -3%, -5%, 7%, 9, 3%, ·, -8%, -0.4%, 0%, 5%
30. CCn1cc(CN2CCC(C(=O)Nc3cccc(-c4cccc(OC)c4)c3)CC2)c(C)n1
    -3%, -1%, 1%, 0, 1%, 24%, -1%, -0.5%, 11%, -1%
31. CCCc1nc(SCC(=O)Nc2cc(C)on2)c2c(=O)n(C)c(=O)n(C)c2n1
    -12%, -3%, -8%, ·, -26%, 6%, 8%, -0.8%, 15%, -17%
32. Cc1ccc(N=C2NC(=O)c3cccc([N+](=O)[O-])c32)cc1
    1%[46.1 µM], -7%, 3%, -7, 40%, ?, -7%, 0.1%, -21%, ?
33. Cc1nn(CC(=O)c2ccccc2Cl)c(C)c1[N+](=O)[O-]
    0%, 1%, 0%, 11, 10µM*, 7%, 19%, 0.2%, 17%, ?
34. N#Cc1ccc(Cl)cc1NC(=O)COC(=O)c1cccc(S(=O)(=O)N2CCOCC2)c1
    1%, -1%, ·, 2, -61%, 2%, 12%, 0.3%, 7%, -4%
35. CCOc1ccc(N(CC)S(=O)(=O)c2cccc3nsnc23)cc1
    6%, -5%, 3%, 4, -40%, -4%, -52%[inhibitor], 0.2%, 1%, -15%
36. COc1ccccc1CN1CC(C(=O)N2CCC(C(=O)c3ccccc3)CC2)CCC1=O (centres undefined)
    -4%, 1%, 45%[activator], -6, 42%, 2%, 0%, 0.2%, 2%, ?
37. N#CC(c1ccc(O)cc1)N1CCN(C(C#N)c2ccc(O)cc2)CC1 (centres undefined)
    3%, -3%, ·, ·, 11%, ·, 19%, ·, ·, ·
38. CCOC(=O)CC1C(=O)NCCN1C(=O)COc1ccc(C(C)(C)C)cc1 (centres undefined)
    -4%, -2%, 2%, 0, 25%, 2%, -26%, -0.4%, -3%, 3%
39. Cc1ccc(NC(=O)CN(C)C(=O)CNC(=O)c2sc3ccccc3c2Cl)cc1
    0%, -1%, ·, 14, 91%, 19%, -7%, -0.2%, 4%, ?
40. CC(C)c1ccc(NC(=O)C2CC(=O)N(C(C)C)C2)cc1 (centres undefined)
    -8%, -3%, 2%, 18, 8%, 15%, 4%, -0.6%, -2%, 29%
